FBPA Giardia inh – inhibitors of Giardia lamblia fructose-1,6-bisphosphate aldolase | A8B2U2 | purified Giardia FBPA | Potency, µM (doses to about 59.6 µM), without a hit: at the highest dose activity, negative = inhibition, most hits filed as inhibitors | 0.71% of 290,000 active; active = well fitted inhibition curve with a large enough effect; inconclusive = small, poorly fitted or top-dose-only effect, or effect the other way; also: nearly all actives have a fitted effect of over 55% in size
Target sequence (A8B2U2 whole entry, looked up): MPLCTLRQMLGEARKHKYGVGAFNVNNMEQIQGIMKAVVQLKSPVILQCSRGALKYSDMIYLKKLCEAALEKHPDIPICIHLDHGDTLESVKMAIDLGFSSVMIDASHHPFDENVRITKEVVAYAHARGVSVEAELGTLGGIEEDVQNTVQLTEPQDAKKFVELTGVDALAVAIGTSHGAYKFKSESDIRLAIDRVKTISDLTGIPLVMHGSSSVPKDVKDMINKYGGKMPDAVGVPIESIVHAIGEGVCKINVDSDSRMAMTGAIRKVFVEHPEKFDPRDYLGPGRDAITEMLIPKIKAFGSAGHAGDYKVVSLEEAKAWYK
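Giardia FBPA (40 nM reagent) was preincubated 10 min at RT with compound (up to 57.5 uM final), then substrate plus GAPDH/TPI/NAD/arsenate coupling system with diaphorase/resazurin was added; resorufin fluorescence (525/598 nm) was read after 20 min.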
Numbers without * were called inactive; ? = inconclusive; & = joins results of further samples; [ ] = dose if it differs, or a comment. % is scaled to controls: 0 for no effect and ±100 for the full control effect; potency is read from the fitted curve at half-maximal effect.

molecule	FBPA Giardia inh
Nc1c(N=Nc2ccc(-c3ccc(N=Nc4cc(S(=O)(=O)O)c5ccccc5c4N)cc3)cc2)cc(S(=O)(=O)O)c2ccccc12	-8%
C=C1C(c2ccc(C)cc2)=CCc2cc(C)cc(C)c21	2%
O=C(Nc1ccccc1)N1CC2(CCN(C(=O)c3cccc(F)c3)CC2)C1	5%
CNc1nc(-c2ccc(N(C)C)cc2)nc2ccccc12	-10%
COC1=CC(=O)C(C(=O)c2ccccc2)=CC1=O	1.1µM*
COc1ccc(-c2cc(=O)c3c(O)cc(O)c(-c4cc(-c5cc(=O)c6c(O)cc(OC)cc6o5)ccc4OC)c3o2)cc1	0%
O=C(c1cccc(F)c1)N1CCC2(CC1)CN(C(c1ccccc1)c1ccccc1)C2	-1%
C[C@@H](COc1ccccc1)N(CCCl)Cc1ccccc1	-6%[21.7 µM]
C[C@H]1Cc2c(COc3ccccc3)nc3c(c2CO1)CN(C(=O)NCCc1c[nH]c2ccccc12)CC3	-6%[12.9 µM]
CN(C)c1ncc2nc(-c3cccc(C#N)c3)c(=O)n(C[C@H]3CCCO3)c2n1	-1%
Cc1cc(=O)oc2cc(O[C@@H]3O[C@H](C(=O)O)[C@@H](O)[C@H](O)[C@H]3O)ccc12	5%
CC/C=C\C/C=C\C/C=C\C/C=C\C/C=C\C/C=C\CCC(=O)NC(C)C(=O)O (stereo not drawn)	-5%
COC/C=C/C1=CC2=CC(=O)C(C)(OC(=O)CCc3ccccc3)C(=O)C2=CO1 (stereo not drawn)	-7%
COc1ccc2nc3c(cc2c1)Cc1ccccc1-3	18µM*
CC(C)NC(=O)[C@H]1C[C@@H]1[C@H](NC(=O)OCc1ccccc1)c1ccccc1	2%
COc1ccccc1CNc1cc(-c2cccc(C#N)c2)ncn1	-4%
C#C[C@@]1(O)CC[C@@H]2[C@@H]3CCC4=CC(=O)CC[C@@]4(C)[C@H]3CC[C@]21C	-3%[21.7 µM]
CC(C)=CCC/C(C)=C/CO/N=C1/C[C@@H](O)[C@@H](O)[C@@H]2[C@@H]3C(=O)N(C(C)(C)C)C(=O)[C@H]3CC[C@@H]12	-2%[12.9 µM]
COc1cc2c(cc1OC)C(c1ccccc1)CN(C)CC2 (stereo not drawn)	0%
COC(=O)N1CCC[C@@]2(CCN(Cc3cc(C(F)(F)F)cc(C(F)(F)F)c3)C2)C1	0%
COc1cccc([C@@H]2Oc3ccc(Br)cc3C(=O)[C@H]2OC(=O)NCCOc2ccccc2)c1	1%
CC(C)CN1CC2(CCN(S(=O)(=O)c3ccccc3)CC2)C1	-1%
CC(=O)O[C@H]1[C@H]2[C@@H](OC(=O)Cc3ccccc3)[C@@H](C)C[C@]2(OC(C)=O)C(=O)/C(C)=C/[C@@H]2[C@H](CC[C@@]13CO3)C2(C)C	-7%
C=C[C@@H](C1=CC(=O)C(OC)=C(OC)C1=O)c1ccccc1	22µM*
CC(C)OC(=O)[C@@H]1CC[C@H](C)[C@@H](CCCC=O)O1	3%
Cc1noc(C)c1-c1nccc(NCc2ccccc2)n1	-10%
CCCCCCNC(=O)n1cc(F)c(=O)[nH]c1=O	5%
C/C=C(/C)C(=O)O[C@H]1C(C)=C2[C@H]([C@@H]1OC(=O)CCCCCCC)[C@@](C)(OC(C)=O)C[C@H](OC(=O)CCC)[C@@]1(O)[C@H]2OC(=O)[C@@]1(C)O	-23%
COc1ccccc1-c1cncnc1-n1ccnc1	-3%
Cn1c(=O)c(CCc2ccccc2)nc2cnc(N3CCNCC3)nc21	10%
C/C=C\C1=CCCC1Nc1ncnc2ccc(-c3c(C)noc3C)cc12 (stereo not drawn)	-6%
COc1ccc(-c2oc3cc(OC)ccc3c(=O)c2O)cc1	7%
CC(=O)Nc1ccc(SCC(CC(C)C)N2CCN(CCc3ccccc3)CCC2=O)cc1 (stereo not drawn)	-3%
CN(C)C(=O)c1ccc(-c2ccc3ncnc(NCc4cccs4)c3c2)cc1	-6%
COc1cccc(-c2cc(N(C)Cc3ccco3)ncn2)c1	-13%
Clc1ccccc1-c1cc(NCc2ccccc2)ncn1	-3%
CC(=O)CC(c1ccccc1)c1c(O)c2cc(O)ccc2oc1=O (stereo not drawn)	22%
CC[C@H](C)[C@H](NC(=O)[C@H](C)NC(=O)[C@H](CC(N)=O)NC(=O)[C@H](CCCCN)NC(=O)[C@H](Cc1ccccc1)NC(=O)[C@H](CC(C)C)NC(=O)[C@@H](NC(=O)[C@@H](NC(=O)[C@H](CC(C)C)NC(=O)[C@@H]1CCCN1C(=O)[C@@H](NC(=O)[C@H](CCC(N)=O)NC(=O)[C@H](CO)NC(=O)[C@H](CCCCN)NC(=O)[C@H](CCC(=O)O)NC(=O)[C@H](CO)NC(=O)[C@@H](NC(=O)[C@H](CCSC)NC(=O)[C@H](Cc1ccccc1)NC(=O)CNC(=O)CNC(=O)[C@@H](N)Cc1ccc(O)cc1)[C@@H](C)O)[C@@H](C)O)C(C)C)[C@@H](C)O)C(=O)N[C@H](C(=O)N[C@@H](CCCCN)C(=O)N[C@@H](CC(N)=O)C(=O)N[C@@H](C)C(=O)N[C@@H](Cc1ccc(O)cc1)C(=O)N[C@@H](CCCCN)C(=O)N[C@@H](CCCCN)C(=O)NCC(=O)N[C@@H](CCC(=O)O)C(=O)O)[C@@H](C)CC	0%
CC(C)(C)N1C(=O)[C@H]2[C@H]3[C@H](O)[C@H](O)C/C(=N/OCc4ccccc4)[C@@H]3CC[C@@H]2C1=O	3%[12.9 µM]
O=C(c1cnccn1)N1CCC[C@@]2(CCN(Cc3ccncc3)C2)C1	-2%
Cc1nc(Nc2ccccc2)c2nc(-c3ccccc3)n(CCCN3CCCCC3C)c2n1 (stereo not drawn)	0%
COC(=O)[C@@]1(Cc2ccccc2)[C@H]2c3cc(C(=O)N4CCCC4)n(Cc4ccc(S(C)(=O)=O)cc4)c3C[C@H]2CN1C(=O)c1ccccc1	-7%
C[C@H](NC[C@H](O)CP(=O)(O)Cc1ccccc1)c1ccc(Cl)c(Cl)c1	-2%
CC(=O)OCC1=C(C(=O)O)N2C(=O)[C@@H](NC(=O)Cc3cccs3)[C@@H]2SC1	-15%[21.7 µM]
CC(=O)OCC1OC(C#CC2=CCCCC2)C=CC1OC(C)=O (stereo not drawn)	-3%[12.9 µM]
CC(C)=CCC[C@](C)(O)C1CC=C(C)CC1 (stereo partly drawn)	8%
CCN1C(=O)[C@H]2[C@H]3[C@H](O)[C@H](O)C/C(=N/OC)[C@@H]3CC[C@@H]2C1=O	-1%[12.9 µM]
O=C(O)[C@@H]1C[C@H]2C[C@@H](CP(=O)(O)O)CC[C@H]2CN1	9%&-1%
CC/C=C\C/C=C\C/C=C\C/C=C\C/C=C\CCCC(=O)NCC(=O)O	2%
CO/N=C1\CN(c2nc3c(cc2F)c(=O)c(C(=O)O)cn3C2CC2)CC1CN (stereo not drawn)	-1%

Structure: CC(C)=CCC/C(C)=C/CO/N=C1/C[C@@H](O)[C@@H](O)[C@@H]2[C@@H]3C(=O)N(C4CCCCC4)C(=O)[C@H]3CC[C@@H]12
  FBPA Giardia inh: -1%[12.9 µM]
Structure: COC(=O)CC[C@@H](C)[C@H]1CC[C@H]2[C@@H]3CC[C@@H]4C[C@H](O)CC[C@]4(C)[C@H]3C[C@H](O)[C@]12C
  FBPA Giardia inh: -9%
Structure: Cc1c(-c2ccccc2)oc2c(C(=O)OCCN3CCCCC3)cccc2c1=O
  FBPA Giardia inh: 4%[21.7 µM]
Structure: CC#CCN1c2ccccc2[C@]23C[C@@H](C(=O)OC)N(S(=O)(=O)c4ccc([N+](=O)[O-])cc4)C2=NC(C(=O)OC)=C(C(=O)OC)[C@H]13
  FBPA Giardia inh: 0%[12.9 µM]
Structure: COCCNc1cc(-c2ccccc2C)ncn1
  FBPA Giardia inh: -17%
Structure: CC(=O)N1CCC2(CCCN(c3ccc(-c4ccccc4)cc3)C2)CC1
  FBPA Giardia inh: -20%
Structure: CC1(C)CCC[C@@](C)([C@H]2CC[C@]3(C)[C@@H]2[C@H](O)CC2[C@@]4(C)CC[C@H](O)C(C)(C)[C@@H]4[C@@H](O)C[C@]23C)O1 (stereo partly drawn)
  FBPA Giardia inh: 3%
Structure: CCNc1ncc2nc(CCc3ccccc3)c(=O)n(C3CC3)c2n1
  FBPA Giardia inh: -4%
Structure: CC[C@@]1(c2ccc(N)cc2)CCC(=O)NC1=O
  FBPA Giardia inh: -5%[21.7 µM]
Structure: COC/C=C/C1=CC2=CC(=O)C(C)(OC(=O)c3cnc4ccccc4n3)C(=O)C2=CN1C1CCCC1 (stereo not drawn)
  FBPA Giardia inh: ?
Structure: C=CC[C@](C)(Nc1ccc(OC)cc1)C(=O)OCC
  FBPA Giardia inh: 0%
Structure: CCCC[C@@H]1C[C@H]1C(NC(=O)c1ccccc1)c1ccccc1C(F)(F)F (stereo partly drawn)
  FBPA Giardia inh: 1%
Structure: CC[N+]1(C)[C@@H]2CC[C@H]1CC(OC(=O)[C@H]1CC[C@@](C(=O)OC3C[C@H]4CC[C@@H](C3)[N+]4(C)CC)(c3ccccc3)c3ccccc31)C2 (stereo partly drawn)
  FBPA Giardia inh: 3%[21.7 µM]
Structure: CCCCC[C@H](O)/C=C/[C@H]1OC(=O)C[C@H](O)[C@@H]1C/C=C\CCCC(=O)O
  FBPA Giardia inh: 2%
Structure: CCOC(=O)C1=C(C)NC(c2ccccc2)=C(C(=O)OCc2ccc([N+](=O)[O-])cc2)[C@@H]1C#Cc1ccccc1
  FBPA Giardia inh: 0%
Structure: CCCCCCCCCCCCCCCCCCCCCCCCCCCCCC
  FBPA Giardia inh: 5%
Structure: c1csc(CN2CCCC3(CCNCC3)C2)n1
  FBPA Giardia inh: -5%
Structure: Nc1ncnc2nc(-c3ccc(N4CCOCC4)nc3)cc(-c3cccc(Br)c3)c12
  FBPA Giardia inh: -16%
Structure: Cn1c(=O)c(-c2ccccc2)nc2cnc(N3CCNCC3)nc21
  FBPA Giardia inh: -2%
Structure: COC1OC2COC(c3ccccc3)OC2C(O)C1O (stereo not drawn)
  FBPA Giardia inh: 11%
Structure: CCC(C(=O)C(C)C(O)C(C)CCc1ccc(C)c(O)c1C(=O)O)C1OC(CC)(C2CC[C@@](O)(CC)C(C)O2)CC1C (stereo partly drawn)
  FBPA Giardia inh: 10%
Structure: CC(C)[C@@]1(NC(=O)[C@@H]2C[C@H]3c4cccc5[nH]cc(c45)C[C@@H]3N(C)C2)O[C@]2(O)[C@H]3CCCN3C(=O)[C@H](Cc3ccccc3)N2C1=O
  FBPA Giardia inh: -2%[21.7 µM]
Structure: O=C(c1cnccn1)N1CCC2(CC1)CN(C(c1ccccc1)c1ccccc1)C2
  FBPA Giardia inh: 0%
Structure: C=C(C)[C@H]1CC=C(CO)CC1
  FBPA Giardia inh: 3%
Structure: CC1=C(C2=C(C)C(C(C)C)C3=C(C(=O)C(O)C3O)C2O)C(O)C2=C(C(O)C(O)C2=O)C1C(C)C (stereo not drawn)
  FBPA Giardia inh: -24%
Structure: O=C(NCc1ccccn1)C1(C(F)(F)F)CC(CCCO)CCCO1 (stereo not drawn)
  FBPA Giardia inh: -4%
Structure: COc1ccc(-n2c(=O)cnc3cnc(Nc4ccccc4)nc32)cc1
  FBPA Giardia inh: -3%
Structure: O=C(c1csnn1)N1CCC2(CCN(Cc3ccccc3)CC2)CC1
  FBPA Giardia inh: -14%

Source: PubChem BioAssay (National Center for Advancing Translational Sciences (NCATS))

An excerpt, so the mix of outcomes need not match the whole.
